Source: PubChem BioAssay
NTR1 ag: NTR1-driven beta-arrestin-GFP spot formation – imaging, U2OS cells, high content, primary screen (AID 493036) | activation, % at 20 µM | hit rate 0.17% among 330,000 | agonist mode | P30989;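 active = activation at or above 40% of the spot to cytoplasm intensity ratio, with at least 20 cells analyzed; inconclusive = wells under 20 cells, flagged as cytotoxic or low count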;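 also: 0% = DMSO without peptide and 100% = 100 nM NTR1 peptide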
Target sequence (P30989 whole entry, looked up): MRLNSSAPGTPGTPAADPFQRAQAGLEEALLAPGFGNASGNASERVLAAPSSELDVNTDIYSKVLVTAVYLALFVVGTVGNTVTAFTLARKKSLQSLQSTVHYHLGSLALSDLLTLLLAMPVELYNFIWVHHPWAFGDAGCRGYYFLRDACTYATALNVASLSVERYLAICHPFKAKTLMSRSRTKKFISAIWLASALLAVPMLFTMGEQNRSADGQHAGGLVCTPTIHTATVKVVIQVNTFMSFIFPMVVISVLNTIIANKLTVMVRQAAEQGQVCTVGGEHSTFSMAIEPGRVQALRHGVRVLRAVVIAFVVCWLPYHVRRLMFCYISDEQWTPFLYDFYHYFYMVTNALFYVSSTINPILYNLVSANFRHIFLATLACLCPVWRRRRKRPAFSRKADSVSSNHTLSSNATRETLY
T cell HTS: modulates CD8 T cell binding to vesicles | AID 2052 | hit rate 0.068% among 330,000 | 2C CD8+ T cell-vesicle binding, flow cytometry; stronger effect = lower value | calls only at 7 µM;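 active = response, share of CD8 T cells binding vesicles, and their 90th percentile fluorescence all below set limits, cut at about 80% in these data, passing the limit was not always enough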
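incubation = binding step 1.5 h, 37 °C, antibody labelling 20 min, ice | test system = 2C mouse CD8+ T cells | read-out basis = percent CD8+ FL2 mean versus row control | controls = Peptide-free naked vesicles (low) and QL9 vesicles with 0.7% DMSO vehicle (high) | detection = flow cytometry of vesicle-bound cells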
Myeloid diff MLP: promotes myeloid progenitor differentiation; AID 624256; ER-HoxA9 myeloid progenitors, lysozyme-GFP differentiation, flow cytometry; hit rate 1% among 360,000; calls only at 10 µM;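 active = normalized GFP-positive differentiation at or above the plate's own cutoff, the solvent-only control mean plus 3 SD; inconclusive = no clear call, values can overlap the other calls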;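 also: cells exposed to compound for four days before flow analysis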
T cell HTS vesicle-bound %: also measured in T cell HTS; calls as there; double positive events, %; measured here: CD8+ vesicle-bound cell fraction;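 binding gate set so that unloaded-vesicle control wells show 10% double positive cells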
NTR1 ag cell count 20 µM: further read-out of NTR1 ag, marked with its call; cell count; measured here: cell count, cytotoxicity flag
Myeloid diff MLP GFP+ MAC1+ %: further read-out of Myeloid diff MLP, marked with its call; GFP+ MAC1+ double positive, %; measured here: differentiation confirmed by MAC1 staining
Starred values were filed as active, the others as inactive; i = inactive; ? = inconclusive; nt = not tested or not shown; + = active, no number.

SMILES	NTR1 ag	NTR1 ag cell count 20 µM	T cell HTS	T cell HTS vesicle-bound %	Myeloid diff MLP	Myeloid diff MLP GFP+ MAC1+ %
CC(C)c1ccc(C(c2c(O)c3ccccc3oc2=O)c2c(O)c3ccccc3oc2=O)cc1	nt	nt	nt	nt	i	0.4
CCOC(=O)[C@]12Cc3ccccc3[C@H]1N(C(C)C)C(=O)c1cc(OC)ccc12	nt	nt	nt	nt	i	1.2
Brc1ccc2c(c1)CN(CC1CCCCC1)Cc1cnnn1-2	nt	nt	nt	nt	i	0.7
Oc1ccc(O)c2c1C1(Cl)C(Cl)=C(Cl)C2(Cl)C1(Cl)Cl	nt	nt	nt	nt	i	0.5
COc1ccc(NP2(=O)OCC(C)(N)CO2)cc1 (centres undefined)	nt	nt	nt	nt	i	1.6
CS(=O)(=O)c1ccc(C2=C(CNC(=O)c3ccc([N+](=O)[O-])cc3)[C@H]3CC[C@@H](C2)N3Cc2ccccc2)cc1	nt	nt	nt	nt	i	0.9
COc1ccc(-n2nnnc2C(c2cccs2)N2CCC3(CC2)C(=O)NCN3c2ccccc2)cc1 (centres undefined)	nt	nt	nt	nt	i	1.6
c1cnc(OCCN2CC2)cn1	nt	nt	nt	nt	i	2.2
O=P(Oc1ccccc1)(Oc1ccccc1)N1CCOCC1	nt	nt	nt	nt	i	0.9
CS(=O)(=O)c1ccc(C2=C(CNC(=O)c3cccs3)[C@H]3CC[C@@H](C2)N3Cc2ccco2)cc1	nt	nt	nt	nt	i	0.9
N#Cc1ccc(NC(=S)N2Cc3ccccc3-n3nncc3C2)cc1	nt	nt	nt	nt	i	2.2
O=S(=O)(c1ccc(Cl)cc1)N1Cc2cc(Br)ccc2-n2nncc2C1	nt	nt	nt	nt	i	0.7
CCOC(=O)c1cc2c(cn1)[C@H](CCO)NC2	nt	nt	nt	nt	i	1.0
O=P(Oc1ccccc1)(N1CCOCC1)N1CCOCC1	nt	nt	nt	nt	i	1.8
NC(Cc1ccccc1)c1csc(Nc2ccccn2)n1 (centres undefined)	nt	nt	nt	nt	i	1.5
CC[C@@H]1c2ccccc2[C@@H]2CC[C@H]1N2c1ccccc1	nt	nt	nt	nt	i	1.2
O=C(CCN1CC2CCC(CC2)C1)c1cccs1	nt	nt	nt	nt	i	0.9
O=C1NCN(c2ccccc2)C12CCN(C(c1cc3ccccc3o1)c1nnnn1C1CCCCC1)CC2 (centres undefined)	nt	nt	nt	nt	i	1.2
CN1OC[C@@H]2CN[C@H](c3ccccc3Br)C[C@@H]21	nt	nt	nt	nt	i	0.9
CC(C)(C)C(=O)N1Cc2cc(N3CCCCC3)ccc2-n2nncc2C1	nt	nt	nt	nt	i	1.3
CCCCC1(CCO)C(=O)NC(=S)NC1=O	nt	nt	nt	nt	i	0.7
C[C@@H]1CN([C@H](C)CO)C(=O)CCCn2nncc2CO[C@H]1CN(C)C(=O)Oc1ccccc1	nt	nt	nt	nt	i	0.4
O=C1NC(=O)C(=Cc2ccco2)C(=O)N1	nt	nt	nt	nt	i	1.4
CC(C)(C)N1CC(C(=O)c2ccccc2)C1c1ccccc1 (centres undefined)	nt	nt	nt	nt	i	0.9
CC1=CC2OC3CC4OC(=O)C=CC=CC(=O)OCCC(C)C(O)C(=O)OCC2(CC1O)C4(C)C31CO1 (centres undefined)	nt	nt	nt	nt	?	nt
CN1C(=O)C(Cc2ccccc2)C(=O)N(C)C1=O	nt	nt	nt	nt	i	1.1
O=[N+]([O-])c1oc2ccc3ccccc3c2c1CCO	nt	nt	nt	nt	?	nt
Cc1cccc(C)c1-n1nnnc1C(c1cccc2ccccc12)N1CCC(n2c(=O)[nH]c3ccccc32)CC1 (centres undefined)	nt	nt	nt	nt	i	1.6
Clc1cccc(Cl)c1NC1=NCCS1	nt	nt	nt	nt	i	0.7
NP(=O)(Nc1ccccc1)Nc1ccccc1	nt	nt	nt	nt	i	0.4

7 compounds drawn at random from the list so far, as already listed:
SMILES	NTR1 ag	NTR1 ag cell count 20 µM	T cell HTS	T cell HTS vesicle-bound %	Myeloid diff MLP	Myeloid diff MLP GFP+ MAC1+ %
CC(C)(C)C(=O)N1Cc2cc(N3CCCCC3)ccc2-n2nncc2C1	nt	nt	nt	nt	i	1.3
CN1C(=O)C(Cc2ccccc2)C(=O)N(C)C1=O	nt	nt	nt	nt	i	1.1
O=C1NC(=O)C(=Cc2ccco2)C(=O)N1	nt	nt	nt	nt	i	1.4
Cc1cccc(C)c1-n1nnnc1C(c1cccc2ccccc12)N1CCC(n2c(=O)[nH]c3ccccc32)CC1 (centres undefined)	nt	nt	nt	nt	i	1.6
O=[N+]([O-])c1oc2ccc3ccccc3c2c1CCO	nt	nt	nt	nt	?	nt
NP(=O)(Nc1ccccc1)Nc1ccccc1	nt	nt	nt	nt	i	0.4
O=C(CCN1CC2CCC(CC2)C1)c1cccs1	nt	nt	nt	nt	i	0.9

Continued:
SMILES	NTR1 ag	NTR1 ag cell count 20 µM	T cell HTS	T cell HTS vesicle-bound %	Myeloid diff MLP	Myeloid diff MLP GFP+ MAC1+ %
COc1ccc(-c2ccc3c(c2)CN(C(=O)C(C)(C)C)Cc2cnnn2-3)cc1	nt	nt	nt	nt	i	0.7
CCC(c1nnnn1-c1ccc2c(c1)OCCO2)N1CCC(n2c(=O)[nH]c3ccccc32)CC1 (centres undefined)	nt	nt	nt	nt	i	0.5
O=C1NC(=S)NC(=O)C1=Cc1ccc(OCc2ccccc2)cc1	nt	nt	nt	nt	i	0.5
O=S1c2ccccc2-c2ccccc21	nt	nt	nt	nt	i	0.7
O=C1NCN(c2ccccc2)C12CCN(C(c1ccnc3ccccc13)c1nnnn1C1CCCCC1)CC2 (centres undefined)	nt	nt	nt	nt	i	0.9
O=C1C2CCN(CC2)C1(CO)CO	nt	nt	nt	nt	?	nt
CCOC(=O)CNC(=O)N1Cc2cc(N3CCOCC3)ccc2-n2nncc2C1	nt	nt	nt	nt	i	1.1
CCOC(=O)c1cccc(C2=C(CNC(=O)c3ocnc3C)[C@H]3CC[C@@H](C2)N3Cc2ccccc2)c1	nt	nt	nt	nt	i	1.6
NC(=O)c1cc([N+](=O)[O-])cc([N+](=O)[O-])c1	nt	nt	nt	nt	i	0.9
CC1([N+](=O)[O-])COP(=O)(Nc2cccc(Cl)c2)OC1 (centres undefined)	nt	nt	nt	nt	i	0.4
CNC(=O)Oc1ccccc1C1CCCCC1	nt	nt	nt	nt	i	0.1
CC(=O)OC1CC(OC2C(O)CC(OC3C(O)CC(OC4CCC5(C)C(CCC6C5CCC5(C)C(C7=CC(=O)OC7)C(O)CC65O)C4)OC3C)OC2C)OC(C)C1OC1OC(CO)C(O)C(O)C1O (centres undefined)	nt	nt	nt	nt	i	1.3
COc1ccc(OC(=O)N(C)C[C@@H]2OCc3cnnn3CCCC(=O)N([C@@H](C)CO)C[C@@H]2C)cc1	nt	nt	nt	nt	i	2.9
COc1ccc(N2C(=O)C(=O)N(c3ccc(OC)cc3)P2(=O)N(CCCl)CCCl)cc1	nt	nt	nt	nt	i	0.6
COc1ccc(C(c2nnnn2C2CCCCC2)N2CCC3(CC2)C(=O)NCN3c2ccccc2)cc1 (centres undefined)	nt	nt	nt	nt	i	0.8
CCOc1cc(C=C2C(=O)NC(=S)NC2=O)ccc1O	nt	nt	nt	nt	?	nt
CN1OC[C@@H]2CN[C@H](c3ccc(Br)cc3)C[C@@H]21	nt	nt	nt	nt	i	0.7
Nc1nc(Cl)nc2c1ncn2C1CCC(CO)O1 (centres undefined)	nt	nt	nt	nt	i	1.8
O=[N+]([O-])/C=C/c1c(Cl)cccc1Cl	nt	nt	nt	nt	+	36*
COC(=O)C1=C(C(=O)OC)C2c3ccccc3C1c1ccccc12	nt	nt	nt	nt	i	0.8
O=C1NC(=O)C(=Cc2ccc(Cl)cc2)C(=O)N1	nt	nt	nt	nt	i	1.2
COc1ccc(NC(=O)N2Cc3ccccc3-n3nncc3C2)cc1	nt	nt	nt	nt	i	1.7
O=[N+]([O-])c1nccn1CC(O)CN1CC1 (centres undefined)	nt	nt	nt	nt	i	1.0
CC1(C)CCCN1CCC(C(N)=O)(c1ccccc1)c1ccccc1	nt	nt	nt	nt	i	0.7
NC(Cc1ccc(O)cc1)C(=O)NN=Cc1ccc(N(CCCl)CCCl)cc1 (centres undefined)	nt	nt	nt	nt	?	nt
O[C@@H]1CCCN2CCc3c([nH]c4ccccc34)[C@H]12	nt	nt	i	28	i	1.4
Cc1cc(C(=O)OCC(=O)Nc2c(F)cccc2F)c(C)n1C1CC1	-0.4	62	nt	nt	i	0.0
CC1=C(C/C(C)=C/c2ccccc2)/C(=C/CO)[C@H](O)[C@](C)(O)C12CC2	1.5	72	nt	nt	i	1.4
C(#CCN1CCCC1)CN1CCCC1	-0.2	71	nt	nt	i	0.9
CCOC(=O)C1(c2ccccc2)CCN(CCC(=O)Nc2cccc(Br)c2)CC1	11	69	nt	nt	i	1.8
CCOc1ccc(NC(=O)c2c(O)[nH]c(=O)[nH]c2=O)cc1	0.9	67	nt	nt	i	1.6
NC(=O)c1cc(N2CC2)c([N+](=O)[O-])cc1[N+](=O)[O-]	1.2	67	i	26	i	1.6
Brc1ccc(-[n+]2c(-c3ccccc3)cc(-c3ccccc3)cc2-c2ccccc2)cc1	23	59	i	18	i	1.2
C[N+](C)(N)CCOC(=O)C(O)(c1ccccc1)C1CCCCC1 (centres undefined)	1.0	46	i	32	i	0.6
CC(=O)O[C@@H]1/C=C/[C@](C)(O)C[C@@H](C)C/C=C/[C@H]2[C@H](O)[C@@](C)(O)[C@@H](C)[C@H]3[C@H](Cc4ccccc4)NC(=O)[C@@]312	-2.5	100	i	36	i	3.5
COC(=O)C1=C(c2ccc(OC)c(OC)c2)C[C@@H]2CC[C@H]1N2C(=O)NCCOc1ccc(OC)cc1	1.7	69	i	26	i	0.4
CCNC(=O)C1OC(n2cnc3c(N)ncnc32)C(O)C1O (centres undefined)	2.7	37	i	6	i	1.0
C=CCOC(=O)c1ccccc1N	0.8	59	i	33	i	2.8
Cc1cc(O)c2c(c1)C(=O)C13C(=C2O)C(=O)[C@H]2[C@@H](O)[C@@H]1[C@H]1[C@H](O)[C@@H]3C(=O)C3=C(O)c4c(O)cc(C)cc4C(=O)C312 (some centres undefined)	-0.3	74	i	53	i	0.4
CCCN(CCC)C1CCc2ccc(O)cc2C1 (centres undefined)	2.5	53	i	44	i	2.0
C[N+]1(C)C2CC[C@H]1CC(OC(=O)C(CO)c1ccccc1)C2 (some centres undefined)	-0.6	64	i	36	i	2.6
Cc1ccccc1N	-0.3	57	i	34	i	2.1
CCN(CC)c1ccccc1	1.3	47	i	28	i	0.5
NCC(O)c1cc(O)c(O)cc1F (centres undefined)	4.7	51	i	28	i	4.5
COC(=O)C1=C(c2cccc(OCc3ccccc3)c2)C[C@@H]2CC[C@H]1N2C(=O)NCCCOC(C)C	-0.9	67	i	13	i	0.8
COC(=O)C1=C(c2cc3ccccc3o2)C[C@@H]2CC[C@H]1N2C(=O)NCCCOC(C)C	0.4	81	i	37	i	2.0
Nc1ccccc1C(=O)OCCc1ccccc1	0.1	59	i	27	i	1.6
c1ccc(C2CC2)c(OCC2=NCCN2)c1	4.6	48	i	20	i	11
COC(=O)C1=C(c2ccc3ccccc3c2)C[C@@H]2CC[C@H]1N2C(=O)NCCO	0.9	64	i	55	i	0.8
O=S1(=O)N(CCN2CC=C(c3c[nH]c4cc(F)ccc34)CC2)c2cccc3c2N1CCC3	2.9	45	i	28	i	4.3
COc1cc2c(c(OC)c1OC)-c1ccc(C(=O)O)cc1[C@@H](NC(C)=O)CC2	-4.7	68	i	24	i	1.0
COc1ccc2c(c1)[nH]c1c(C)nccc12	-1.7	63	i	25	i	0.4
COC(=O)C1=C(c2c(C)noc2C)C[C@@H]2CC[C@H]1N2C(=O)NCCOc1ccccc1Cl	-0.3	62	i	33	i	1.8
C[C@]12CCC3C(CC[C@H]4C[C@@H](O)CC[C@]34C)C1C[C@@H](Br)[C@H]2O (some centres undefined)	-2.0	47	i	47	i	0.4
COc1ccc2c(c1O)C13CCN(C)C(C2)C1CCC(=O)C3 (centres undefined)	-0.5	54	i	30	i	0.6

Part of the list above in another layout.
Values run as follows: NTR1 ag | NTR1 ag cell count 20 µM | T cell HTS | T cell HTS vesicle-bound % | Myeloid diff MLP | Myeloid diff MLP GFP+ MAC1+ %
COC(=O)C1=C(c2ccc3ccccc3c2)C[C@@H]2CC[C@H]1N2C(=O)NCCO
  0.9 | 64 | i | 55 | i | 0.8
O=S1(=O)N(CCN2CC=C(c3c[nH]c4cc(F)ccc34)CC2)c2cccc3c2N1CCC3
  2.9 | 45 | i | 28 | i | 4.3

An excerpt; rates above refer to the full screens.
